From PubChem
MK inhibit: inhibitors of Streptococcus pneumoniae mevalonate kinase; inhibition, % at 10 µM; purified MK, PK/LDH-coupled NADH absorbance 340 nm; 65,000 tested, 0.48% active;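 active = ranked among the strongest by inhibition in the single 10 µM screen, a fixed top-ranked set picked for dose follow-up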; also: no value below 0 was filed
DPM-DC inhibit: S. pneumoniae DPM-DC inhibition. purified DPM-DC, PK/LDH coupled NADH fluorescence. calls only at 10 µM. 65,000 tested, 0.49% active;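 active = the 320 compounds with the highest percent inhibition in the single-dose primary screen, excluding strongly autofluorescent ones, cut at about 32% in these data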;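 also: kinetic rate of NADH fluorescence loss reporting ADP formed by the decarboxylase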
HT1080 cytotoxicity: cytotoxicity in HT1080 fibrosarcoma cells, cell-based, fluorescence readout (AID 620). HT1080 viability, fluorescence; higher % means a stronger effect. cytotoxicity, % at 10 µM; hits with a dose series show EC50 in µM. 87,000 tested, 0.42% active;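 also: cells exposed to compound overnight then 4 h with Alamar Blue; 0% = vehicle DMSO and 100% = killing control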
HPDE-C7K KRASV12: cytotoxicity in KRAS-transformed pancreatic duct cells, primary screen, cell-based, fluorescence, HTS (AID 431) | 63,000 tested, 1.7% active | cytotoxicity, % at 10 µM; hits with a dose series show EC50 in µM | HPDE-C7K KRASV12 cells, Alamar Blue viability, 48 h; higher % means a stronger effect;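 active = compounds whose percent cytotoxicity in the single-dose primary screen, scaled between solvent and toxic-drug controls, exceeds 50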;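 also: 0% = DMSO solvent wells and 100% = doxorubicin-treated wells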
PMK inhibit: inhibitors of Streptococcus pneumoniae phosphomevalonate kinase; purified PMK, PK/LDH-coupled NADH absorbance 340 nm; 65,000 tested, 0.49% active; inhibition, % at 10 µM;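 active = top-ranked compounds by inhibition in the single 10 µM screen, taking a fixed number of the strongest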;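 also: 0% = full reaction with DMSO carrier and 100% = background rate without enzyme reaction; no value below 0 was filed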
LYP phosphatase: LYP phosphatase inhibitors, primary screen, biochemical, DiFMUP fluorescence, recombinant catalytic domain, 10 µM (AID 606); 52,000 tested, under 10 active; one-dose inhibition, % at 10 µM; IC50 in µM for titrated hits; recombinant LYP catalytic domain, DiFMUP fluorescence; higher % means a stronger effect;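 active = IC50 under 40 µM in the dose-response test; inactive = IC50 of 40 µM or more, or never dose-tested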
Alkaline phosphatase: human TNAP enzyme inhibitors, biochemical, luminescent (AID 518); 64,000 tested, 0.09% active; purified TNAP enzyme, luminescent substrate readout; higher % means a stronger effect; inhibition, % at 20 µM, or IC50 in µM where a hit was titrated; in the data active = a potency from the dose series; inactive = the rest, 99 in 100 with inhibition below about 22%;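 also: plate controls were vehicle for no effect and reference inhibitor for full effect; many of its hits are not listed in these tables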
Bfl-1 displacement: Bfl-1 inhibitors, primary screen, biochemical, fluorescence polarization, FITC-Bid, mouse (AID 432); FITC-Bid BH3 peptide fluorescence polarization displacement; higher % means a stronger effect; displacement, % at 20 µM, or IC50 in µM where a hit was titrated; 64,000 tested, 0.02% active; in the data active = a potency from the dose series; inactive = the rest, 99 in 100 with displacement below about 15%; also: strong numbers were not always called active
HPDE-C7 cytotoxicity: HPDE-C7 pancreatic duct cell viability loss – fluorescence, HTS (AID 430) | HPDE-C7 pancreatic duct cells viability, fluorescence; higher % means a stronger effect | cytotoxicity, % at 10 µM, or EC50 in µM where a hit was titrated | 63,000 tested, 1.8% active;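 also: cells exposed to compound for 48 hours before viability readout; 0% = vehicle and 100% = reference cytotoxic drug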
PMK inhibit pilot replicates: second read-out of PMK inhibit, no call of its own (marks repeat the call); inhibition, %; measured here: pilot screen replicates
MK inhibit pilot replicates: second read-out of MK inhibit, no call of its own (marks repeat the call); inhibition, %; measured here: pilot screen replicates
DPM-DC inhibit pilot screen %: also measured in DPM-DC inhibit; calls as there; inhibition, %; measured here: pilot screen trials
An asterisk follows results filed as active; i = inactive; / = no result given. Rule as the data show it, unless noted: active = cytotoxicity above about 50%; inactive = the rest.

SMILES	MK inhibit	DPM-DC inhibit	HT1080 cytotoxicity	HPDE-C7K KRASV12	PMK inhibit	LYP phosphatase	Alkaline phosphatase	Bfl-1 displacement	HPDE-C7 cytotoxicity	others
O=C(NCCCN1CCCCC1)c1ccc2c(=O)n(CCc3ccccc3)c(=O)[nH]c2c1	9	i	29%	1%	8	0%	13%	-2%	0%
O=C(CC(NS(=O)(=O)c1ccc(Cl)cc1)c1ccco1)NCc1ccco1 (configuration not stated)	1	i	39%	7%	2	0%	8%	-4%	-1%
CCc1cc(=O)oc2cc(OCc3nn[nH]n3)ccc12	6	i	-16%	-3%	11	7%	7%	-5%	-3%
CCOC(=O)c1cnc(SCC(=O)Nc2nnc(CC)s2)nc1N	3	i	7%	-4%	0	/	8%	-2%	-4%
C=C(C)COc1ccc(-c2n[nH]c(C)c2-c2ccccc2)c(O)c1	10	i	1%	19%	7	8%	10%	-2%	4%	PMK inhibit pilot replicates=2.0;MK inhibit pilot replicates=4.5;DPM-DC inhibit pilot screen %=0.0
COc1cccc(C(=O)NC2CCN(CC(=O)NCc3ccccc3OC)CC2)c1	4	i	6%	-6%	17	-1%	-1%	-2%	-5%
CSc1cccc(NC(=O)CSc2ccccc2)c1	0	i	2%	4%	1	1%	11%	0%	16%
COc1ccc(NS(=O)(=O)c2ccc(O)c(C(=O)OCC(=O)N3CC(C)OC(C)C3)c2)cc1 (configuration not stated)	5	i	-2%	11%	7	8%	14%	-6%	-1%
COC(=O)COc1ccc(S(=O)(=O)N2CCOCC2)cc1	4	i	29%	3%	10	4%	1%	0%	-12%
Cc1nc(SCC(C)C)[nH]c(=O)c1Cc1ccccc1	7	i	3%	-2%	0	2%	2%	-4%	-6%
O=C1OCCC1Sc1ncnc2sc3c(c12)CCC3 (configuration not stated)	9	i	-2%	9%	4	9%	17%	-1%	-12%	PMK inhibit pilot replicates=1.0;MK inhibit pilot replicates=0.0;DPM-DC inhibit pilot screen %=0.0
CC(=O)OCC(=O)[C@@]1(O)CC[C@H]2[C@@H]3CCC4=CC(=O)CC[C@]4(C)[C@H]3[C@@H](O)C[C@@]21C	8	i	-11%	3%	4	17%	13%	0%	-6%	PMK inhibit pilot replicates=3.5;MK inhibit pilot replicates=2.0;DPM-DC inhibit pilot screen %=0.0
CCC1CCCCN1S(=O)(=O)c1ccc(C(=O)Nc2nnc(-c3ccccc3Cl)o2)cc1 (configuration not stated)	0	i	-2%	76%*	13	4%	15%	8%	68%*	PMK inhibit pilot replicates=3.5;MK inhibit pilot replicates=0.0;DPM-DC inhibit pilot screen %=1.0
c1coc(CSCc2cn3cccnc3n2)c1	10	i	-1%	1%	10	2%	5%	5%	5%
COc1ccc(C2C(C#N)=C(N)OC3=C2C(=O)CC(C)C3)c(OC)c1OC (configuration not stated)	12	i	21%	-8%	17	5%	13%	5%	-21%	PMK inhibit pilot replicates=5.0;MK inhibit pilot replicates=7.5;DPM-DC inhibit pilot screen %=1.0
O=C(N1CCOCC1)N(Cc1ccccc1)c1ccccn1	12	i	-6%	9%	11	/	0%	0%	0%
Cc1ccc(NC(=O)NCCCN2CCOCC2)cc1	5	i	5%	-6%	2	1%	6%	-6%	-2%
CC1Cn2c(nnc2-c2cc3ccccc3cc2O)S1 (configuration not stated)	4	i	1%	/	9	15%	/	/	/
CCc1ccccc1S(=O)(=O)Cc1ccc(C(=O)NC(C)C)o1	8	i	-3%	-3%	11	2%	7%	3%	-1%
Cc1ccc(C(=O)CSc2nnc(-c3ccco3)o2)o1	3	i	0%	/	6	-4%	/	/	/
COc1ccc(C(=O)O)cc1S(=O)(=O)Nc1cccc(C)c1	6	i	1%	-6%	3	11%	7%	-2%	6%
O=C(CCNC(=O)Cn1cnc2ccccc2c1=O)NCC1COc2ccccc2O1 (configuration not stated)	7	i	35%	0%	5	-3%	1%	1%	17%
O=C(CSc1ccccc1C(=O)NCCCN1CCCC1=O)NCc1ccco1	0	i	5%	-12%	9	8%	5%	-1%	-8%	PMK inhibit pilot replicates=2.5;MK inhibit pilot replicates=1.0;DPM-DC inhibit pilot screen %=3.5
O=C1N=C(N2CCOCC2)S/C1=C1\C(=O)N(Cc2ccccc2)c2ccc(Br)cc21	8	i	-10%	19%	6	7%	18%	-10%	18%
CCc1nc2ccccc2n1CC(=O)N1CCN(S(=O)(=O)c2cccc(C(F)(F)F)c2)CC1	0	i	29%	/	8	14%	/	/	/
CC(=O)Nc1ccc(SCC(=O)N(CCC#N)c2ccc(C)cc2)cc1	2	i	5%	8%	17	7%	3%	-6%	11%
CSC1=NC2(CCCCC2)C2=C(CCCC2)N1	5	i	0%	-6%	14	7%	5%	-5%	-7%
Cn1c(=O)[nH]c(=O)c2c1ncn2CCN1CCCCC1	11	i	6%	-1%	0	46%	13%	1%	-6%
CCCc1nc(C)c(-c2ccc(OC)c(OC)c2)c(=O)[nH]1	0	i	/	8%	13	7%	12%	-3%	-5%
COC(=O)c1ccc(CN2C(=O)c3ccccc3S2(=O)=O)cc1	5	i	-4%	-7%	6	5%	6%	2%	-6%
O=C(Nc1cccnc1)C1CC(c2ccc(Cl)c(Cl)c2)=NO1 (configuration not stated)	1	i	0%	/	8	14%	12%	-6%	/
O=C(Nc1ccccn1)c1cccc(S(=O)(=O)N2CCCCC2)c1	10	i	/	-1%	1	6%	6%	-4%	-11%
O=C1CSC(c2cn(-c3ccccc3)nc2-c2ccccc2)N1Cc1ccco1 (configuration not stated)	6	i	-1%	18%	3	/	17%	-10%	-4%	PMK inhibit pilot replicates=3.5;MK inhibit pilot replicates=2.5;DPM-DC inhibit pilot screen %=2.5
Cc1ccc(S(=O)(=O)N2CCN(C(=O)c3ccccc3)C2C(C)C)cc1 (configuration not stated)	3	i	2%	-1%	14	-2%	6%	0%	-5%
CCOCCCNC(=O)C1CCN(S(=O)(=O)N2CCCCC2)CC1	0	i	1%	-8%	20	9%	0%	-6%	-4%
Fc1ccc2[nH]c3c(N4CCN(Cc5ccc6c(c5)OCO6)CC4)ncnc3c2c1	6	i	/	95%*	4	15%	8%	9%	89%*
Cn1c(SCC(=O)Nc2ccc3c(c2)oc2ccccc23)nnc1-c1ccccc1	5	i	6%	13%	7	-1%	11%	10%	-5%	PMK inhibit pilot replicates=1.5;MK inhibit pilot replicates=0.0;DPM-DC inhibit pilot screen %=1.5
CC1CCCN(C(=O)CSc2nnc(-c3cccnc3)n2C2CCCCC2)C1 (configuration not stated)	12	i	-10%	-17%	7	12%	-3%	-8%	-23%
CC(NC(=O)c1cc(-c2ccc(Br)cc2)on1)c1ccccc1 (configuration not stated)	0	i	-6%	0%	19	9%	8%	-2%	-1%
COc1ccc(-n2nc3c(c2NC(=O)C2CCCC2)CS(=O)C3)cc1 (configuration not stated)	7	i	5%	6%	11	-1%	14%	-1%	8%
Clc1ccc(Cn2cc(/C=N/n3cnnc3)c3ccccc32)cc1	5	i	4%	11%	10	14%	7%	-1%	16%
Cc1nnc(SCC(=O)Nc2sc3c(c2C#N)CCCC3)[nH]c1=O	4	i	-10%	3%	11	4%	12%	7%	3%	PMK inhibit pilot replicates=2.0;MK inhibit pilot replicates=0.0;DPM-DC inhibit pilot screen %=1.0
C=CCn1c(C)cc(C(=O)COC(=O)C2CC(=O)N(Cc3ccccc3)C2)c1C (configuration not stated)	0	i	-4%	20%	14	/	9%	-1%	11%
Cc1ccc2c(c1)NC(=O)C(CC(=O)NCCCN1CCCC1=O)O2 (configuration not stated)	9	i	1%	-1%	11	7%	8%	-2%	-13%
COc1cccc(-c2nc(CS(=O)(=O)CC(=O)NCCCN3CCc4ccccc4C3)c(C)o2)c1	4	i	5%	9%	6	/	-6%	8%	4%
c1ccc(C2=Nn3c(nnc3-c3ccncc3)SC2)cc1	16	i	-5%	-7%	10	-3%	10%	-9%	-12%
Cc1ccc(-c2c3c(=O)n(C)c(=O)n(C)c3cn2Cc2ccccn2)cc1	9	i	8%	0%	11	/	11%	0%	-3%
Cc1ccnc(SCCn2c(N3CCN(Cc4ccccc4)CC3)nc3c2c(=O)[nH]c(=O)n3C)n1	4	i	-6%	-10%	0	3%	11%	-3%	5%	PMK inhibit pilot replicates=0.0;MK inhibit pilot replicates=0.0;DPM-DC inhibit pilot screen %=0.0
CCCc1nnc(NC(=O)CCCC(=O)O)s1	1	i	14%	3%	16	-10%	7%	-9%	0%
CCc1n[nH]c(=O)n1Cn1c(CC)n[nH]c1=O	0	i	3%	1%	0	8%	6%	-6%	-12%
COC(=O)c1ccsc1NC(=O)C1=COCCO1	13	i	2%	2%	10	7%	8%	9%	3%
COC(=O)c1ccc(CC(=O)c2ccc(O)cc2O)o1	0	i	5%	4%	19	-1%	8%	-2%	2%
CCOc1ccc(Nc2oc(-c3ccco3)nc2C#N)cc1	9	i	0%	-12%	0	7%	15%	-1%	-10%
COc1ccc(NC(=O)c2ccc(NS(=O)(=O)c3c(C)noc3C)cc2)cc1OC	4	i	-2%	-1%	6	/	4%	-5%	-5%
COc1cccc(NC(=O)CCSc2nnc3scc(-c4ccccc4)n23)c1	0	i	/	5%	13	6%	6%	-2%	0%
COc1cc(CC(=O)Nc2ccc(S(=O)(=O)Nc3ncccn3)cc2)cc(OC)c1OC	9	i	5%	-4%	16	/	6%	-6%	-15%
Cc1ccc(C=NCc2ccncc2)c(O)c1	9	i	-12%	-34%	8	6%	10%	-3%	-14%
O=C(CCCCCN1C(=O)c2ccccc2C1=O)NCc1ccccn1	0	i	-8%	0%	21	13%	5%	-7%	-4%
CC(=O)N1CCN(c2ccc(NC(=O)c3ccc(C(C)(C)C)cc3)cc2)CC1	9	i	5%	24%	0	6%	18%	-12%	3%	PMK inhibit pilot replicates=4.0;MK inhibit pilot replicates=0.0;DPM-DC inhibit pilot screen %=2.5
COc1ccccc1N1CCN(C(=O)C2C3C=CC4(CN(Cc5ccccc5Cl)C(=O)C24)O3)CC1 (configuration not stated)	0	i	-2%	-8%	19	5%	4%	-1%	-15%

Structures listed so far that contain a cyano group, in the order listed:
SMILES	MK inhibit	DPM-DC inhibit	HT1080 cytotoxicity	HPDE-C7K KRASV12	PMK inhibit	LYP phosphatase	Alkaline phosphatase	Bfl-1 displacement	HPDE-C7 cytotoxicity	others
COc1ccc(C2C(C#N)=C(N)OC3=C2C(=O)CC(C)C3)c(OC)c1OC (configuration not stated)	12	i	21%	-8%	17	5%	13%	5%	-21%	PMK inhibit pilot replicates=5.0;MK inhibit pilot replicates=7.5;DPM-DC inhibit pilot screen %=1.0
CC(=O)Nc1ccc(SCC(=O)N(CCC#N)c2ccc(C)cc2)cc1	2	i	5%	8%	17	7%	3%	-6%	11%
Cc1nnc(SCC(=O)Nc2sc3c(c2C#N)CCCC3)[nH]c1=O	4	i	-10%	3%	11	4%	12%	7%	3%	PMK inhibit pilot replicates=2.0;MK inhibit pilot replicates=0.0;DPM-DC inhibit pilot screen %=1.0
CCOc1ccc(Nc2oc(-c3ccco3)nc2C#N)cc1	9	i	0%	-12%	0	7%	15%	-1%	-10%
